TRHR ag = agonists of human TRH receptor; P34981; TRHR cells, calcium flux fluo-8, FDSS agonist mode; activation, % at 2 µM; actives 0.18% (n = 360,000); AID 493084; in the data active means activation above about 30%; further: 0% is about no effect
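Fluo-8-loaded TRHR cells; 10 s baseline, compound added, kinetic Ca2+ fluorescence read 1/s, agonist mode.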
TRHR enhancer = TRH receptor (human) allosteric enhancement; TRHR cells, fluo-8 calcium fluorescence, EC20 TRH enhancement; actives 0.66% (n = 360,000); enhancement, % at 2 µM; P34981; in the data active means enhancement above about 30%; further: 0% is about no effect
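Enhancer read-out: after compound pinning and an initial kinetic agonist-mode read, an EC20 of TRH (10 nM final) was injected and fluo-8 calcium signal (Ex 480/Em 530) followed at 1 s/cycle for 100 cycles in TRHR-expressing cells.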
Pin1 inh = inhibitors of human Pin1. Q13526. Pin1 FP peptide displacement, HiFluor488, 10 min. Potency, µM (highest dose often 115 µM), without a hit: top-dose activity, negative = inhibition, actives largely listed as inhibitors. actives 0.009% (n = 390,000). AID 504891; active means well fitted inhibition curve with a large enough effect in the polarisation, with a control signal flat, not every such curve was filed as active; inconclusive means small, poorly fitted or top-dose-only effect, or effect the other way, or a change in a side signal; inactive means no such curve, though single readings can be large or run the other way; the % refers to the polarisation; further: potency means the concentration at half of the fitted maximal effect; on the % scale 0 is the no-effect control and ±100 the full control effect
Target sequence (Q13526 whole entry, looked up): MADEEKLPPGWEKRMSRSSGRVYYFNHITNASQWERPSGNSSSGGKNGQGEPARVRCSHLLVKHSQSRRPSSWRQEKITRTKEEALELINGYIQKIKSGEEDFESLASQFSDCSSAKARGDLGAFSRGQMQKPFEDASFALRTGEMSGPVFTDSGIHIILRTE
mIDH1 inhibitor = inhibitors of human mutant IDH1 R132H. O75874. IDH1-R132H enzyme, NADPH consumption, diaphorase/resazurin fluorescence. Potency, µM (doses to about 76.6 µM), for the others: at the highest dose activity change, negative = inhibition, actives largely listed as inhibitors. actives 0.093% (n = 390,000); further: potency means the concentration at half of the fitted maximal effect; on the % scale 0 is the no-effect control and ±100 the full control effect; nearly all actives have a fitted effect of over 65% in size
Target sequence (O75874 whole entry R132H, stated change not applied): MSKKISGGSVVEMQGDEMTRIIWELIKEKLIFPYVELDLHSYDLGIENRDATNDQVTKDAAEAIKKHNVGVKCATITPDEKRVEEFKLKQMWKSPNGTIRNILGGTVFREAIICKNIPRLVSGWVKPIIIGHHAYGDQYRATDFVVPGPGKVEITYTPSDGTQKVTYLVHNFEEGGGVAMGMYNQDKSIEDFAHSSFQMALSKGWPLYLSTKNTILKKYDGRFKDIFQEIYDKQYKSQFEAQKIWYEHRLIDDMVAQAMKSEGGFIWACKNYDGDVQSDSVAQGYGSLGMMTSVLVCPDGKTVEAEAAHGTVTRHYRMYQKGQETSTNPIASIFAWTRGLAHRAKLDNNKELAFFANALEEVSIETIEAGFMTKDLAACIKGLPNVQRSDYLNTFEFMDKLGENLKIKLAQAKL
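IDH1-R132H (0.5 ug/mL dispensed) in pH 7.5 Tris buffer was preincubated 30 min with compound, then given a substrate mix of 0.016 mM NADPH and 2 mM alpha-KG for 80 min at room temperature; remaining NADPH was read by diaphorase/resazurin fluorescence.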
rTrxR1 inhibitor = blocks rat thioredoxin reductase 1. actives 1% (n = 390,000). Potency, µM (doses to about 114 µM), inactives show at the top dose activity change, negative = inhibition, actives largely listed as inhibitors. recombinant rTrxR1, NADPH fluorescence consumption, selenite substrate. O89049; further: potency means the concentration at half of the fitted maximal effect; on the % scale 0 is the no-effect control and ±100 the full control effect; nearly all actives have a fitted effect of over 65% in size
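Rat TrxR1 (90 nM in the dispensed reagent) was pre-reduced with 400 uM NADPH for 5 min at room temperature, then incubated with compound for 15 min. After 400 uM selenite was added, NADPH fluorescence (Ex 340/Em 450 nm) was followed for 8 min.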
D2 agonist = D2 dopamine receptor (human) agonism; AID 485358; HEK293 T-REx D2 cells, calcium flux agonist mode; activation, % at 2 µM; actives 0.53% (n = 340,000); P14416;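 active means activation over 3 SD above normal in the single-dose calcium agonist read, cut at about 30% in these data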; further: 0% is about no effect
Target sequence (P14416 whole entry, looked up): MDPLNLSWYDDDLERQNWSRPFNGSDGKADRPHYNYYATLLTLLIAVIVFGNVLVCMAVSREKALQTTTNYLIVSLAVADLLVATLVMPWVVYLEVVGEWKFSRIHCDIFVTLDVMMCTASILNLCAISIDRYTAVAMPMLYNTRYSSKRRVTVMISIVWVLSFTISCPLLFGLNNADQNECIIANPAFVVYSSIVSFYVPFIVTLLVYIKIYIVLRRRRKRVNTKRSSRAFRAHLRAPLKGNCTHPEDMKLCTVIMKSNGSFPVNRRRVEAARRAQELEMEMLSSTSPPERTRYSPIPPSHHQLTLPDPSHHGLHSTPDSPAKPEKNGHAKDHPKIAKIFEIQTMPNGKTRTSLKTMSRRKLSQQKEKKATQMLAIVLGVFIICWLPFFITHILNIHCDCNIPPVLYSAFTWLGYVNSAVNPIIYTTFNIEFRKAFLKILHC
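Tetracycline-induced HEK293 T-REx cells with force-coupled D2 receptor, plated overnight at 30 C, loaded with no-wash calcium dye. After a 10 s baseline, compound was pin-added and calcium flux read kinetically for 180 s; calcium rises flagged agonists.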
TrxR1 substrate = is turned over as a substrate by rat TrxR1; O89049; purified TrxR1 substrate turnover, NADPH consumption readout; Potency, µM (top dose mostly 114 µM), for the others: at the highest dose activity change, negative = substrate turnover; actives 0.01% (n = 390,000); AID 588456; further: potency means the concentration at half of the fitted maximal effect; on the % scale 0 is the no-effect control and ±100 the full control effect; nearly all actives have a fitted effect of over 50% in size
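Rat TrxR1, dispensed at 90 nM, was prereduced with 400 uM NADPH (final) for 5 min at ~22 deg C, then incubated with compound 15 min before 400 uM selenite. A first-read NADPH fluorescence drop versus no-compound background flagged substrates.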
USP1 inh = USP1/UAF1 (human) deubiquitinase inhibition | O94782 | recombinant USP1/UAF1, Ub-Rhodamine cleavage fluorescence | Potency, µM (top dose mostly 57.1 µM), without a hit: at the highest dose activity change, negative = inhibition, usual class: inhibitors | actives 0.23% (n = 390,000) | AID 743255; further: potency means the concentration at half of the fitted maximal effect; on the % scale 0 is the no-effect control and ±100 the full control effect; nearly all actives have a fitted effect of over 60% in size; inactives centre near -12
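USP1/UAF1 complex at 1 nM was preincubated with compound for 15 min at room temperature, then Ub-Rho substrate (150nM final) was added. Fluorescence (480/540 nm) was read kinetically, 6 reads every 60 seconds.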
D2 antagonist = D2 dopamine receptor (human) antagonism; HEK293 TREx D2 cells, calcium flux, dopamine EC80; inhibition, % at 10 µM; actives 2% (n = 340,000); AID 485344; in the data active means inhibition above about 30%; further: 0% is about no effect
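Calcium mobilization kinetics were recorded at 1 s intervals in tetracycline-induced HEK293 T-REx D2 cells, first for 180 s after compound addition and then 180 s after EC80 dopamine.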
Numbers without * were called inactive; ? = inconclusive; . = not tested or not shown; [ ] = dose if it differs, or a comment. Unless noted, the call rests on the fitted dose curve; in most records, active means well fitted inhibition curve with a large enough effect; inconclusive means small, poorly fitted or top-dose-only effect; inactive means no such curve, though single readings can be large or run the other way.

SMILES	TRHR ag	TRHR enhancer	Pin1 inh	mIDH1 inhibitor	rTrxR1 inhibitor	D2 agonist	TrxR1 substrate	USP1 inh	D2 antagonist
COc1ccc(C(=O)NCC(c2cccnc2)N2CCN(c3ccccc3)CC2)cc1 (stereo unspecified)	0.3	-5.8	-0.4%	-9.5%	2.6%	-0.1	-3.5%	-19.6%	.
N#Cc1cccnc1N1CCN(C(=O)c2ccccc2)CC1	0.7	0.8	3.8%	-18.4%	14.1%	1.1	32.5%[activator]	-12.3%	13.2
COc1ccc(C(c2c[nH]c3ccccc23)c2c[nH]c3ccccc23)cc1O	1.3	-3.7	.	.	.	3.2	.	.	-8.8
N=C(N)SCc1ccccc1Cl	0.0	5.5	-0.9%	6.3%	-7.8%	.	-2.9%	-10.4%	.
COc1ccc(NC(=O)CN2C(=O)N(C)Cc3ccccc32)c(C)c1	0.8	7.4	1.0%	7.7%	17.7%[57.1 µM]	1.0	-4.6%[57.1 µM]	5.9%	-29.8
CN1CC2([N+](=O)[O-])CC=C(Oc3ccccc3)C([N+](=O)[O-])(C1)C2 (stereo unspecified)	-0.3	3.7	-0.4%	-4.6%	12.6%	0.5	7.2%	-18.3%	7.6
C/C=C(/C)C(=O)O[C@@H]1Cc2c(ccc3ccc(=O)oc23)OC1(C)C	.	.	-1.3%	3.4%	-9.6%	.	34.2%[activator]	-23.2%	.
Cc1cc(Br)ccc1OCC(=O)N(Cc1nc(-c2ccccc2)no1)C(C)C	0.7	2.0	12.5%	7.6%	16.6%	1.1	2.2%	-15.9%	-5.6
COc1ccc([N+](=O)[O-])cc1NC(=O)C1C2C=CC(C2)C1C(=O)O (stereo unspecified)	-0.7	9.6	-7.8%	0.0%	11.9%	-1.5	-6.0%	-13.6%	-20.9
CN1CCN(CCCNC(=O)c2cnn(-c3ccccc3)c2-n2cccc2)CC1	0.5	8.2	-1.2%	11.4%	-9.3%	.	-0.6%	-6.7%	.
CCN(CCO)C(=S)Nc1cc(S(=O)(=O)N(C)C)ccc1C	-0.5	9.7	-3.1%	4.3%	32.4%[57.1 µM]	2.4	-3.5%[57.1 µM]	-14.9%	50.6*
Cc1c(Cl)cccc1NC(=O)c1cc2nc(-c3ccc4c(c3)OCO4)cc(C(F)(F)F)n2n1	-0.1	11.5	1.3%	-8.2%	17.3%	1.1	10.3%	-26.0%	.
CCc1ccccc1NC(=O)NNC(=O)CCc1ccccc1	0.4	-3.6	2.0%	9.8%	11.8%	0.1	-1.4%	-19.9%	5.2
CC(=O)Oc1ccc(N(C(C)=O)S(=O)(=O)c2ccc(C)cc2C)c2ccccc12	-0.2	-4.2	3.9%	5.7%	14.1%	-1.2	0.4%	-25.8%	-7.7
CCOc1cc(C)c(-c2onc(C(F)(F)F)c2-c2csc(C)n2)c(O)c1	1.4	-5.9	3.9%	4.2%	-3.2%	0.5	-15.9%	-12.3%	15.6
CCOC(=O)NC1CCS(=O)(=O)C1 (stereo unspecified)	0.9	3.7	-3.0%	2.0%	19.4%	0.0	7.7%	-0.4%	-9.9
CCOc1ncccc1C(=O)NCC(c1ccco1)N1CCCCC1 (stereo unspecified)	.	.	-4.7%	2.7%	-12.0%	.	-2.4%	-16.8%	.
CC(=O)/C(=N\Nc1ccccc1)Sc1nnc(-c2ccccc2)n1-c1ccccc1	-0.6	7.9	4.5%	-4.8%	-1.1%	-1.3	-1.5%	-17.5%	-13.7
C=CCN(CCNP(=O)(OCC)OCC)CP(=O)(OCC)OCC	0.1	7.8	-2.1%	6.3%	12.2%[57.1 µM]	-0.3	2.8%	-5.7%	-7.3
CCN(CC)S(=O)(=O)c1ccc(N2CCOCC2)c(C(=O)O)c1	-0.1	7.2	-2.3%	3.7%	-2.7%	.	-2.7%	-13.8%	.
CC(C)(C)NC(=O)C[C@H]1C[C@H](C(=O)N2CCOCC2)[C@@]2(CCC3CCCC3)c3[nH]c4ccc(Cl)cc4c3CCN2C1=O	.	.	-2.5%	?	13.6%	.	-9.9%	-10.8%	.
CCOC(=O)CCC(=O)Nc1ccccc1C(N)=O	0.1	0.1	3.2%	6.5%	6.2%	-1.5	4.7%	-11.9%	16.6
COc1cccc(-c2nc(CS(=O)(=O)CC(=O)NCCc3ccc(C)cc3)c(C)o2)c1	0.2	-3.1	0.0%	4.7%	0.0%	1.1	-2.1%	-11.4%	2.0
O=C(CN(Cc1ccco1)C(=O)Cn1nnc(-c2ccc(F)cc2)n1)NC1CCCC1	-0.4	3.5	1.5%	8.4%	4.4%	0.9	3.1%	-11.1%	-12.5
O=C(CNC(=O)c1ccc(Br)o1)NNC(=O)c1ccccc1	-0.1	-0.4	-3.9%	4.8%	-13.2%	-0.2	-5.6%	-16.4%	-0.4
COc1ccc(OC)c2[nH]c(=O)c(CCNC(=S)NC(C)(C)C)cc12	-0.5	27.0	-3.5%	6.3%	9.3%	-0.2	3.1%	-4.8%	9.7
Cc1ccc(C(=O)COC(=O)c2cn3ccccc3n2)cc1	0.2	4.1	-5.1%	0.6%	-1.9%	0.0	-1.7%	-13.5%	8.5
Cc1ccc(Cn2nnc3c(=O)n(CC(=O)N4CCN(c5ccccc5)CC4)cnc32)cc1	-0.3	1.2	-4.3%	0.5%	24.3%	1.7	7.5%	9.5%	-6.0
CN(C)/C=N/c1nc2nccc(-c3ccc(Cl)cc3)n2n1	-1.9	7.8	-7.2%	-4.0%	-7.9%	0.3	167.6%[activator]	-25.4%	-1.9
COc1cccc(CNC(=O)c2ccc3c(c2)nc2n3CCC(C)C2)c1 (stereo unspecified)	-0.2	2.2	?	2.5%	16.5%[57.1 µM]	-0.3	-2.0%[57.1 µM]	?	.
Cc1cnccc1NC(=O)c1cccs1	0.0	8.3	5.4%	-6.8%	9.7%	-0.1	5.3%	-15.7%	4.4
Cc1ccc(C)c(OCC(=O)Nc2cc(C)on2)c1	-0.2	-2.4	2.5%	-2.0%	30.5%	.	0.4%	4.5%	.
CCN(C(=O)CSc1nc2ccccc2c(=O)n1C(C)COC)C1CCS(=O)(=O)C1 (stereo unspecified)	0.1	16.7	0.6%	11.3%	5.4%	-0.3	-1.7%	-26.5%	0.0
CS(=O)(=O)N(CC(=O)NCCSCc1c(F)cccc1Cl)c1ccc2c(c1)OCO2	-1.8	9.0	-1.4%	7.5%	8.2%	-1.3	1.3%	-18.1%	-2.6
CCC(C(=O)NCCc1ccccc1)n1nc(C)c2sc3ccccc3c2c1=O (stereo unspecified)	0.3	0.5	-2.3%	-6.9%	12.2%	0.2	40.8%[activator]	-18.9%	.
COc1ccccc1N1CCN(/N=C/c2cc(OC)c(O)c(OC)c2)CC1	0.7	-3.7	-4.6%	3.2%	-5.9%	-0.9	0.2%	-2.7%	-6.4

A second format for some results above:
Molecule | TRHR ag | TRHR enhancer | Pin1 inh | mIDH1 inhibitor | rTrxR1 inhibitor | D2 agonist | TrxR1 substrate | USP1 inh | D2 antagonist
CS(=O)(=O)N(CC(=O)NCCSCc1c(F)cccc1Cl)c1ccc2c(c1)OCO2 | -1.8 | 9.0 | -1.4% | 7.5% | 8.2% | -1.3 | 1.3% | -18.1% | -2.6
CCC(C(=O)NCCc1ccccc1)n1nc(C)c2sc3ccccc3c2c1=O (stereo unspecified) | 0.3 | 0.5 | -2.3% | -6.9% | 12.2% | 0.2 | 40.8%[activator] | -18.9% | .

(further entries)
SMILES	TRHR ag	TRHR enhancer	Pin1 inh	mIDH1 inhibitor	rTrxR1 inhibitor	D2 agonist	TrxR1 substrate	USP1 inh	D2 antagonist
Cc1ccc(NC(=O)CN2C(=O)CC(c3ccc(C)c(C)c3)=Nc3ccccc32)cc1	0.5	8.1	18.3%	-13.5%	8.0%[57.1 µM]	0.9	-1.7%[57.1 µM]	-12.5%	.
Cc1nn(C)c(C)c1NS(=O)(=O)c1ccc(OC(F)(F)F)cc1	0.3	-5.1	-3.8%	8.2%	8.0%	-1.7	3.5%	-3.5%	-10.2
COc1ccc(/C(C)=N/NC(=O)CNC(=O)c2ccco2)cc1	-0.2	45.7*	5.0%	-2.1%	-13.5%[57.1 µM]	0.4	-8.7%[57.1 µM]	-16.1%	-2.1
OC1(c2ccccc2)c2ccccc2-c2ncccc21 (stereo unspecified)	-0.1	7.2	2.6%	1.6%	13.7%[57.1 µM]	1.5	-16.1%[57.1 µM]	-17.5%	19.5
S=c1nc(C2CC2)n(-c2ccccc2)[nH]1	0.7	4.4	1.8%	0.0%	?	1.1	4.6%	-10.4%	-1.2
CS(=O)(=O)n1nc(C(=O)N2CCOCC2)nc1N	0.7	4.7	1.8%	9.4%	-5.4%	2.7	2.3%	-11.1%	-17.3
O=C(c1ccc(S(=O)(=O)N2CCOCC2)cc1)N(c1ccccc1)C1C=CS(=O)(=O)C1 (stereo unspecified)	0.6	6.0	5.8%	0.4%	-1.7%	0.4	4.2%	-23.5%	-4.8
COc1cccc(NS(=O)(=O)c2cc(C)ccc2OC)c1	-1.0	-0.5	-0.1%	3.0%	12.5%[57.1 µM]	-0.2	-5.0%[57.1 µM]	-9.8%	-1.3
COc1ccc(-c2nc(CSc3nc4ncccc4[nH]3)c(C)o2)cc1OC	-0.5	23.9	?	-1.2%	-4.4%	-1.5	-6.7%	-8.3%	.
COc1ccccc1NC(=O)Nc1nnc(Cc2ccc(F)cc2)s1	1.8	4.2	3.6%	-2.6%	21.7%	-0.4	2.1%	-14.1%	2.0
CCN(CC)C(=O)Cn1cc(S(=O)(=O)CC(=O)NCc2ccc(C)cc2)c2ccccc21	.	.	1.1%	1.4%	14.8%	.	8.6%	-15.7%	.
COc1ccc(NC(=O)CN2CCN(CC(=O)Nc3ccccc3Cl)CC2)cc1Cl	-0.3	0.3	7.1%	0.5%	4.9%[57.1 µM]	-0.1	-2.1%[57.1 µM]	-6.1%	-3.7
CSc1ncc(C(=O)NCc2ccc(Cl)cc2)c(C(F)(F)F)n1	-0.5	10.6	-4.1%	-2.3%	-1.5%	.	0.0%	11.5%	.
Cc1cccc(C(=O)Nc2ccc(CC(=O)O)cc2)c1	0.3	3.6	1.3%	2.8%	-21.6%[57.1 µM]	0.8	4.3%[57.1 µM]	-6.2%	7.3

This is a subset, so the mix of outcomes need not match the whole.
